Compound activity as filed in PubChem.
ER stress death = ER stress cell death inhibition | CSM14.1 thapsigargin ER stress survival, ATP luminescence | relative survival (cellular ATP), % at 15 µg/mL (by protocol) | 0.33% of 48,000 active;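 active = survival measured by cellular ATP above 50% at 15 µg/ml in the first screen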;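 note: cell death triggered by about 15 µM thapsigargin; ATP read 24 h after thapsigargin was added; plate controls were thapsigargin with DMSO for no effect and DMSO without thapsigargin for full effect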
* = called active by the depositor. These rows are one share of the data (hit frequency here may not be typical).

compound	ER stress death
COc1ccc(-n2c(C)nc(=O)c(-c3ccccc3)c2C)cc1	7
O=[N+]([O-])c1ccc(C=Nc2ccc(Cl)cc2)o1	-8
COc1cc(C(=S)N2CCOCC2)ccc1OCc1ccccc1	7
COc1ccc(S(=O)(=O)NNC(=O)c2ccc(F)cc2)cc1	12
N#C/C(=C/c1ccc(I)o1)c1nc2ccccc2[nH]1	-3
Cc1cc(/C=N\Nc2ccc([N+](=O)[O-])cn2)c(C)n1-c1ccc(C(=O)O)cc1	2
Cc1ccccc1N(CC(=O)NCc1ccccn1)S(C)(=O)=O	8
Cc1ccc(C(=O)Nc2cccc(C(=O)O)c2)cc1S(=O)(=O)NCc1ccccc1	12
CCOc1ccccc1N1CCN(C(=O)C(Sc2ccccc2)c2ccccc2)CC1 (stereo not drawn)	6
COc1cc(C(=O)Oc2cccc(C(=S)N3CCOCC3)c2)cc(OC)c1OC	3
CCCCOc1ccc(C=O)cc1OCC	10
COc1cc(C)c(/C=C2\C(=O)NC(=O)N(Cc3ccccc3)C2=O)cc1C	3
CC(C)(C)c1csc(NC(=O)c2ccc(Cl)c([N+](=O)[O-])c2)n1	8
CCCCn1c2ccccc2c2cc(CC(N)=O)ccc21	4
COc1ccc(N2C(=O)CC(NCc3ccc(Cl)c(Cl)c3)C2=O)cc1 (stereo not drawn)	2
CC(=O)Nc1ccc(C(=O)NNC(=O)Cc2ccc(Cl)cc2)cc1	-4
COc1ccccc1OCC(=O)Nc1ccccc1C(=O)O	10
O=[N+]([O-])c1ccc(N/N=C/c2ccc(-c3ccc(Cl)cc3)o2)cc1	0
CCOc1ccc(-c2n[nH]c(=S)n2-c2ccccc2)cc1	2
COc1ccccc1NC(=O)c1ccc(CN2CCOCC2)cc1	4
O=C1NC(=S)N/C1=C/c1ccc(Oc2ccc(C(F)(F)F)cc2[N+](=O)[O-])c(Cl)c1	-1
O=c1c(C2NCCC3(O)CCCCC23)coc2ccc(Cl)cc12 (stereo not drawn)	-7
S=C(NCc1ccco1)Nc1ccccc1	8
COc1cccc(N2C(=O)C=CC2=O)c1	7
CCc1cc2c(NCCc3ccc(OC)c(OC)c3)ncnc2s1	-3
CN(/N=C/c1ccccc1Sc1ccccc1)c1ccccc1	-4
CCN1CCN(S(=O)(=O)c2cc(Cl)ccc2Cl)CC1	6
O=C(Oc1cccc2ccccc12)c1ccco1	-11
CCCOc1ccc(C=C2C(=O)N(C)C(=O)N(C)C2=O)cc1OC	2
CC(=O)N=c1cccc(NC(C)=O)n1O	7
CCn1c2ccccc2c2cc(NS(=O)(=O)c3ccccc3[N+](=O)[O-])ccc21	1
O=C(O)c1cccc(NC(=O)c2ccc(COc3ccc(Cl)cc3)cc2)c1	13
Nc1nnc(COc2ccccc2F)s1	15
COC1=C(C(C)(C)C)C(=O)C(=O)C(C(C)(C)C)=C1OC	7
O=C(N/C(=C/c1ccc(Br)cc1)C(=O)N1CCCC1)c1cccs1	0
O=C(Nc1ccc(Cl)c(Cl)c1)c1ccccc1C(F)(F)F	0
COc1ccc(C2CC(C(F)(F)F)n3nc(C(=O)Nc4ccc(C(C)O)cc4)c(Cl)c3N2)cc1 (stereo not drawn)	1
COc1ccc(C(=O)Nc2ccc(C(=O)O)cc2)cc1	3
Cc1cccc(NC(=O)C2C(c3ccccc3)=C2c2ccccc2)c1C	9
N#C/C(=C/c1cccc(F)c1)C(=O)Nc1cccc(Br)c1	-1

Four of the compounds above, with each value named.
> COc1ccc(C2CC(C(F)(F)F)n3nc(C(=O)Nc4ccc(C(C)O)cc4)c(Cl)c3N2)cc1 (stereo not drawn)
  ER stress death: 1

> COC1=C(C(C)(C)C)C(=O)C(=O)C(C(C)(C)C)=C1OC
  ER stress death: 7

> COc1ccc(C(=O)Nc2ccc(C(=O)O)cc2)cc1
  ER stress death: 3

> Nc1nnc(COc2ccccc2F)s1
  ER stress death: 15

(cont.)
compound	ER stress death
CCOC1CC(c2ccccc2)=NN1c1ccccc1 (stereo not drawn)	3
O=C1C(=O)N(Cc2ccc3c(c2)OCO3)C2C=CC=CC12 (stereo not drawn)	0
CCN(CC)Cc1c(O)ccc2c(=O)c(Oc3ccccc3Br)c(C(F)(F)F)oc12	2
O=C(COc1cc(Cl)ccc1Cl)Nc1ccccc1F	14
COc1ccc(N(C)CN2C(=O)CSC2=O)cc1	10
O=C(c1ccco1)N1CCN(CCN2C(=O)c3cccc4cccc(c34)C2=O)CC1	3
COc1ccc(NS(=O)(=O)c2ccc(Cl)c(C(=O)Nc3cccc(C(=O)O)c3)c2)cc1	13
CCN(CC)CCCCOc1ccccc1F	14
O=C(COc1ccc2ccccc2c1)NCC1CCCO1 (stereo not drawn)	-4
O=C(/C=C/c1cccc([N+](=O)[O-])c1)Nc1ccc(-c2nc3ccccc3o2)c(O)c1	12
CCOC(=O)c1c(C)[nH]c(N=Nc2ccc(C)cc2)c1C	5
O=[N+]([O-])c1ccc(Cl)c(/C=N/NS(=O)(=O)c2ccccc2)c1	11
O=[N+]([O-])c1cccc(-c2ccc(C(=S)N3CCN(c4ccc(F)cc4)CC3)o2)c1	-3
CCOC(=O)C1=C(C)N=c2s/c(=C\c3cc(OC)c(OC)cc3[N+](=O)[O-])c(=O)n2C1c1ccc(SC)cc1 (stereo not drawn)	-4
COc1ccc(-n2cnc3cc(NC(=O)c4ccccc4)ccc32)cc1	-4
Cc1c(N2C(=O)S/C(=C\c3ccccc3)C2=O)c(=O)n(-c2ccccc2)n1C	3
COc1ccc(-c2nnc(-c3cccs3)o2)cc1OC	5
COc1ccc(NC(=O)C2C(C(=O)O)C3C=CC2C32CC2)cc1 (stereo not drawn)	-3
Cc1cc(C)c(C)c(OCCCCCN2CCCC2)c1	-19
CCOC(=O)C1=C(O)/C(=C/c2ccc(C)cc2)SC1=Nc1ccc(C)cc1	-2
O=C(N/N=C/c1ccc(OC(=O)c2ccc(Br)cc2)cc1)c1cccc([N+](=O)[O-])c1	7
COCCOC(=O)C1=C(C)NC2=C(C(=O)CC(C)(C)C2)C1c1ccc(Br)cc1 (stereo not drawn)	5
CCOC(=O)C1=C(N)Oc2cc(O)ccc2C1c1ccc(Cl)cc1 (stereo not drawn)	8
Cc1cccc(N2CCN(C(=O)Nc3ccc(Cl)c(Cl)c3)CC2)c1C	0
C=C(C)COc1ccc2c(C)cc(=O)oc2c1	-1
Cc1cccc(C)c1NC(=O)CN(c1cccc([N+](=O)[O-])c1)S(=O)(=O)c1ccccc1	5
Cc1cc(OCC(=O)Nc2ccc3c(c2)OCO3)ccc1Cl	2
CCOC(=O)c1cccc(NC(=O)c2c(-c3ccccc3Cl)noc2C)c1	9
COc1cccc(-c2nc3ncc(Br)cc3[nH]2)c1OC	-4
Cc1ccc2cc(NC(=O)c3cccc(F)c3)ccc2n1	-17
O=C(N/N=C/c1ccc(Sc2cccc3cccnc23)o1)c1cccc(F)c1	8
COc1ccc(/C=C2/C(=O)NN(c3ccc(C)cc3)C2=O)cc1Br	10
COc1cccc(/C=c2/sc3nc4ccccc4n3c2=O)c1	1
CC(=O)c1ccc(NC(=O)c2ccc(CN(c3ccccc3)S(C)(=O)=O)cc2)cc1	8
COC(=O)c1c(C)oc2cc(Br)c(OC(=O)c3ccc([N+](=O)[O-])cc3)cc12	-2
CCOC(=O)c1c(C)oc2ccc(OC(=O)C(C)C)cc12	2
COc1ccc(-c2nc3cc(NC(=O)COc4ccc5ccccc5c4)ccc3o2)cc1OC	3
CCOc1ccc(CC(C(=O)NC)C(=O)NC)cc1CN(C)C	4
Cc1cccc(C(=O)Nc2cc(Cl)cc(Cl)c2)c1	2
Cc1ccc(C=C2C(=O)N(C)C(=O)N(C)C2=O)cc1	-1
O=C(NC(=S)Nc1nc(-c2ccccc2)cs1)c1ccccc1Cl	2
C=CCn1c(SCC(=O)O)nc2sc3c(c2c1=O)CCC3	10
COc1ccc2c(c1)c(/C=C/c1nc3ccccc3c(=O)n1-c1ccccc1[N+](=O)[O-])c(C)n2C	7
O=C(c1ccc(F)cc1)N1CCN(Cc2ccc(F)cc2)CC1	4
COc1ccc(C2CC(=O)C3=C(C2)Nc2ccccc2NC3c2ccc(C(F)(F)F)cc2)cc1 (stereo not drawn)	2
O=C1OC(c2ccc(F)cc2)=N/C1=C\c1ccccc1[N+](=O)[O-]	12
O=C(Oc1ccc2c(Cl)c(C(=O)Nc3ccc(F)cc3)sc2c1)c1ccco1	1
CCNC(=O)c1ccccc1-c1ccccc1C(=O)O	2
CCN1C(=O)c2cccc3c(NC(=O)c4ccc(S(=O)(=O)N5CCCCCC5)cc4)ccc1c23	96*
CC(C)(C)NCCOc1ccc(Cl)cc1	-4
Nc1nonc1N=Cc1cc(Br)ccc1O	23
COc1cccc(OCCOCCN2CCN(C)CC2)c1	-4
Cc1nc2ccccc2c(=O)n1/N=C/c1ccco1	-2
CCN(CC)c1ccc(/C=N/Nc2cc(N3CCOCC3)nc(N3CCOCC3)n2)cc1	-2
C/C(=N\OCC(=O)N/N=C/c1ccc(C)cc1O)c1cccs1	8
O=C(O)c1ccccc1-c1ccc(/C=C2\SC(=Nc3ccccc3)N(c3ccccc3)C2=O)o1	18

(continued)
compound	ER stress death
COc1ccc(N(CC(=O)Nc2ccc(OC)c(OC)c2)S(C)(=O)=O)cc1	6
CSc1nncn1/N=C/c1ccc([N+](=O)[O-])cc1	12
Cc1ccc(OCC(=O)NNC(=O)c2cccc(F)c2)c(C)c1	6
O=C(/C=C/c1ccccc1)NC(=S)Nc1cccc(Cl)c1	2
C=CCN1C(=O)/C(=C/c2cccc(OCc3ccccc3Cl)c2)SC1=S	3
C=C(C)c1cccc(C(C)(C)NC(=O)NCCc2ccc(S(N)(=O)=O)cc2)c1	0
COc1cc(C(=O)Nc2ccccc2Br)cc(OC)c1OC	12
CC(C)(C)c1ccc(/C=C/C(=O)N2CCc3ccccc3C2)cc1	6
O=C1C2C(C(=O)N1c1ccncc1)C1C=CC2C12CC2 (stereo not drawn)	4
CS(=O)(=O)c1ccc2nc(NC(=O)c3cc([N+](=O)[O-])ccc3Cl)sc2c1	14
O=C(Nc1ccc(Cl)cc1)c1cc([N+](=O)[O-])ccc1Cl	0
CCC(C)OC(=O)C1=C(C)NC(=O)NC1c1cccc(Br)c1 (stereo not drawn)	7
N#C/C(=C\c1ccc(-c2cccc(Cl)c2)o1)c1ccc(Cl)cc1	0
O=P1(C(Nc2ccc(O)cc2)c2ccc(Br)cc2)OCCCO1 (stereo not drawn)	-2
Cc1ccc(C(=O)O/N=C(\N)Cc2cccs2)cc1[N+](=O)[O-]	-7
COc1ccccc1NC(=O)CN(c1ccccc1OC)S(=O)(=O)c1ccccc1	-2

The closing two compounds of the section above are carried over, then new ones follow.
compound	ER stress death
Cc1ccc(C(=O)O/N=C(\N)Cc2cccs2)cc1[N+](=O)[O-]	-7
COc1ccccc1NC(=O)CN(c1ccccc1OC)S(=O)(=O)c1ccccc1	-2
COc1ccccc1N1C(=O)CC(S/C(N)=N/N=C(\C)c2ccc(F)cc2)C1=O (stereo not drawn)	-2
COC(=O)CN(c1ccccc1C)S(C)(=O)=O	-2
COc1ccc(/C=N/NC(=O)CCn2c3ccccc3c3ccccc32)cc1	7
CC(C)(C)c1ccc(C2=N/C(=C\c3cccnc3)C(=O)O2)cc1	3
Cc1cc(Cl)ccc1OCC(=O)NNC(=O)Cc1cccs1	10
O=C(Nc1ccccc1C(=O)N1CCOCC1)c1cccc(F)c1	-8
COc1ccc(C(=O)Nc2ccc3c(c2)OCO3)cc1	-2
Clc1cccc(-c2ccc(/C=N/n3cnnc3)o2)c1	-6
O=C(NOC(=O)c1ccccc1Br)c1ccc(Cl)cc1	6
CC1=C(C(=O)Nc2ccc(C)cc2)C(c2ccccc2)NC(=S)N1 (stereo not drawn)	4
CC1=C(C(=O)Nc2cc(Cl)ccc2C)C(c2ccccc2Cl)NC(=S)N1 (stereo not drawn)	-4
Cc1ccc(/C(O)=C/c2nc3ccc([N+](=O)[O-])cc3oc2=O)o1	7
CCOC(=O)COc1ccc2c(C(F)(F)F)cc(=O)oc2c1	-3
COc1ccc(S(=O)(=O)N(CCc2ccccc2)CC(=O)NCC2CCCO2)cc1 (stereo not drawn)	-2
Cn1c(SCC(=O)N/N=C/c2c(Cl)cccc2Cl)nc2ccccc21	8
CC(C)N1C(=O)c2cccc3c(N4CCCCC4)ccc(c23)C1=O	6
O=C(Nc1sc2c(c1C(=O)Nc1ccccc1)CCC2)c1ccccc1Br	-5
Cc1cccc(-n2c(CCN3C(=O)c4ccccc4C3=O)nc3ccccc3c2=O)c1	4
CCOC(=O)C1=C(O)/C(=C/c2ccccc2)SC1=Nc1ccc(F)cc1	0
CCC1=NN2C(=N)/C(=C/c3ccc(-c4ccc([N+](=O)[O-])cc4Cl)o3)C(=O)N=C2S1	0
CCOC(=O)C1=NNC(C(=O)OCC)(C(=O)OCC)C1c1ccccc1 (stereo not drawn)	-1
Cc1cc(OCC(=O)NC2CCCCC2)ccc1Br	-3
O=Cc1cn(CCOc2ccccc2)c2ccccc12	13
O=P(CCNCc1ccco1)(c1ccccc1)c1ccccc1	-5
N#CSCCCCOc1ccccc1Br	3
COc1ccc(C(=O)NNC(=O)c2ccc(C)cc2)c(OC)c1	4
